# CCHFV vOTU inh: CCHFV vOTU protease inhibition; Pep-AMC fluorescence; inhibition, % at 11.5 µM; actives 0.55% (n = 370,000); AID 651958; also: 0% = vehicle wells with enzyme and 100% = no enzyme wells
# VHR inh abs: inhibitors of human VHR1 phosphatase (DUSP3); P51452; recombinant VHR phosphatase, pNPP absorbance; inhibition, % at 13.3 µM; actives 0.52% (n = 290,000); in the data active = inhibition above about 50%; also: some compounds called inactive have numbers as strong as hits
# Target sequence (P51452 whole entry, looked up): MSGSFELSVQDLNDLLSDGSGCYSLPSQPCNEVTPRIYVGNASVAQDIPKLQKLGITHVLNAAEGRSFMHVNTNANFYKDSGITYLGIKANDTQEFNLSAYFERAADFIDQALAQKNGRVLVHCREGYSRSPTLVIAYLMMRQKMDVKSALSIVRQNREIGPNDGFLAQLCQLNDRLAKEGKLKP
# Mtb UGM inh: blocks M. tuberculosis UGM enzyme; AID 504406; inhibition, % at 10 µM; P9WIQ1; actives 0.06% (n = 320,000); purified UGM, fluorescence polarization probe displacement; in the data active = inhibition above about 10%, passing the limit was not always enough; inconclusive = no clear call, values can overlap the other calls
# Target sequence (P9WIQ1 whole entry, looked up): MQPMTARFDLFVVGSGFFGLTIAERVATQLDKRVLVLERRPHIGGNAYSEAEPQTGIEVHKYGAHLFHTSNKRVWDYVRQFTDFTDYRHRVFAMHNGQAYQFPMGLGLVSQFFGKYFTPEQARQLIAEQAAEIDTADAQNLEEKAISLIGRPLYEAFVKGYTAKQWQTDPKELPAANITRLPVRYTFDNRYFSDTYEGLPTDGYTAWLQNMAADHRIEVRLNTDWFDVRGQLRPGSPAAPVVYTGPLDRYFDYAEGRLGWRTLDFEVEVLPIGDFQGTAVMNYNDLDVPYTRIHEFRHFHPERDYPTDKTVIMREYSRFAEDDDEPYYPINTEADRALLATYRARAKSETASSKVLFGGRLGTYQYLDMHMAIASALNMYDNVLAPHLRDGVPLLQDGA
# BoNT F protease: BoNT F light chain protease inhibition. Multiplex microsphere protease cleavage assay, flow cytometry. inhibition, % at 10 µM. actives 0.22% (n = 360,000). AID 588497; in the data active = inhibition above about 35%, passing the limit was not always enough; inconclusive = no clear call, values can overlap the other calls; also: plate controls were buffer without enzyme for full effect and enzyme alone for no effect
# MazF activator: MazEF (E. coli) toxin RNase activation | activation, % at 20 µM | FAM/BHQ RNA-DNA oligo cleavage fluorescence, 5 h | actives 0.32% (n = 350,000) | P0AE70; in the data active = activation above about 50%
# Target sequence (P0AE70 whole entry, looked up): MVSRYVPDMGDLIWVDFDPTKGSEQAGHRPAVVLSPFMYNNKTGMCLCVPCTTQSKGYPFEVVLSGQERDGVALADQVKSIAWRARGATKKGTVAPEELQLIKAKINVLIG
# GDH-TPI inh: GDH-TPI coupled enzyme inhibition counter-screen | GDH-TPI coupled enzyme counterscreen, NADH absorbance | inhibition, % at 4.8 µM | actives 1.2% (n = 360,000);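 also: 0% = DMSO wells and 100% = wells lacking the enzyme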
# Rv3671c inh: inhibits the M. tuberculosis serine protease Rv3671c. P9WHR9. inhibition, % at 5.96 µM. actives 0.048% (n = 320,000); in the data active = inhibition above about 38%;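 also: extracellular domain of Rv3671c used as enzyme; 0% = enzyme with DMSO and 100% = no enzyme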
# BioA inh: inhibitors of Mycobacterium tuberculosis BioA enzyme; purified M. tuberculosis BioA enzyme, plate reader; inhibition, % at 9.99 µM; actives 0.096% (n = 360,000); AID 602481; in the data active = inhibition above about 40%; inconclusive = no clear call, values can overlap the other calls
# FadD28 binding: M. tuberculosis FadD28 bisubstrate binding inhibition | FadD28 bisubstrate probe binding, fluorescence polarization | inhibition, % at 12.5 µM | actives 0.22% (n = 360,000) | AID 588549; in the data active = inhibition above about 8.5%, passing the limit was not always enough; inconclusive = no clear call, values can overlap the other calls
# Mtb FBA inh: inhibitors of M. tuberculosis fructose-bisphosphate aldolase; P9WQA3; purified M. tuberculosis FBA, fluorescence read-out; inhibition, % at 1 µM; actives 2.3% (n = 360,000); in the data active = inhibition above about 27%;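 also: 0% = vehicle and 100% = reference inhibitor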
# Target sequence (P9WQA3 whole entry, looked up): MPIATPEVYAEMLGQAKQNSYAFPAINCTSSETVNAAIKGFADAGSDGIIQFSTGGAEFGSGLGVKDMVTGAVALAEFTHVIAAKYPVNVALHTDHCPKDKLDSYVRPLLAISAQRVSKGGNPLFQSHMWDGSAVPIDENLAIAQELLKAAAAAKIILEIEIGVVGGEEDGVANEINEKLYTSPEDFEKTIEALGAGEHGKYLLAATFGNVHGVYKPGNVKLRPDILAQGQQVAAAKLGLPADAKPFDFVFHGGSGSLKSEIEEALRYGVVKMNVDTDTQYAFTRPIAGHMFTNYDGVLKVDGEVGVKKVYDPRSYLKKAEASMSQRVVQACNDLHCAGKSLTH
# The depositor's hits bear a star; ? = inconclusive; . = no result given; & = joins results of further samples. Rule as the data show it, unless noted: active = inhibition above about 30%; inactive = the rest.
SMILES,CCHFV vOTU inh,VHR inh abs,Mtb UGM inh,BoNT F protease,MazF activator,GDH-TPI inh,Rv3671c inh,BioA inh,FadD28 binding,Mtb FBA inh
Cc1nc2ccccc2c2oc(C(=O)Nc3ccc(C(C)C)cc3)cc12,3,36,-0.1,-3,-8,14,-128,.,-3.1,2
O=C(O)c1cn(-c2ccccc2)nc1-c1ccc(F)cc1,0,3,2.7,4,2,-3,2,-1.8,-2.1,2
Cn1nccc1C(=O)N(CCN1CCCCC1)CC1CCCN(C2CCCC2)C1 (stereo not drawn),3,10,-1.3,-3,2,-10,-8,-0.6,-4.4,-6
COC(=O)C1=C(c2c(C)noc2C)C[C@@H]2CC[C@H]1N2C(=O)N1CCC(O)(c2ccc(Cl)cc2)CC1,4,.,4.6,-4,2,3,-2,0.3,-12,-1
CCN(CC)C(=O)C1=C(C)NC(=S)NC1c1cn(-c2ccccc2)nc1-c1ccc(Cl)cc1 (stereo not drawn),12,27,3.2,-2,-1,11,-21,.,-1.3,-1
CCCC(C)(C)C(=O)N1CCC1(C)C(=O)Nc1ccc2c(c1)OCCO2 (stereo not drawn),10,.,.,2,.,-6,.,-0.5,-3.6,-2
NC(=O)[C@@H]1CCCCNc2c(F)cc([N+](=O)[O-])cc2C(=O)N[C@@H](CC(=O)O)C(=O)NCC(=O)N1,3,1,-0.6,3,-3,21,-7,1.5,-2.9,-4
CC1C(c2ccccc2)OCCN1C(=S)NC(=O)c1ccccc1 (stereo not drawn),4,.,.,0,1,-5,.,.,-0.8,2
CSc1ncc(Br)c(N2CC2)n1,11,.,.,-4,-3,13,.,2.8,-8.7,-4
O=C(CN1CCN(C(=O)C2CC2)CC1)Nc1cc(C(F)(F)F)cc(C(F)(F)F)c1,8,.,-4.4,-2,0,-5,-1,0.1,-2.6,0
Cn1c(=O)c2c(nc(Br)n2Cc2ccc3ccccc3c2)n(C)c1=O,1,30,2.0,5,9,5,6,1.8,-1.2,-4
CCn1c2ccccc2c2cc(NC(=O)c3ccc(Br)o3)ccc21,-7,12,0.2,10,9,13,-5,-0.9,1.2,-2
Cn1c(=O)[nH]c(=O)c2c1nc(SCCCO)n2CCCc1ccccc1,-6,-8,0.9,12,3,-5,3,0.0,-0.7,0
Cc1cccc(N2C(=O)N3[C@H](c4ccc(Br)cc4)[C@@H]4C(=O)N(C(C)(C)C)C(=O)[C@@H]4[C@]3(C)C2=O)c1,0,9,2.1,1,3,6,-3,0.1,-2.5,-3
COc1ccc(C2C3C=CCC(c4cccc(-c5ccc(C)cc5)c4)C3C(=O)N2Cc2ccccc2)cc1Cl (stereo not drawn),9,-4,1.6,8,-24,8,0,-0.7,-1.8,1
COc1ccc(Cl)cc1NC(=O)CN1CCN(S(=O)(=O)N2CCC(C)CC2)CC1,25,26,-1.8,-10,-12,2,2,7.9,-2.5,4
COc1ccc(N2C(=O)C3CC=C(Cl)CC3C2=O)cc1 (stereo not drawn),2,23,-2.6,4,1,6,9,-0.7,-0.4,3
Nc1ccc(S(=O)(=O)c2ccc(NC(=O)c3cccnc3)cc2)cc1,10,.,.,-12,-13,12,.,27,-2.2,1
COc1ccc(-c2coc3c(C(=O)NCc4cccs4)cccc23)c(C)c1,-10,.,.,-4,.,-7,.,0.4,-12,-3
CCOC(=O)c1cc(NCc2cccs2)ccc1N1CCOCC1,-12,38,0.9,-4,0,12,-1,0.4,-0.7,3
Cc1nc2cc(Cl)ccc2c(=O)n1Cc1ccncc1,-2,2,0.3,-8,6,-4,-4,2.1,.,-1
C=CCn1c(SCC(=O)Nc2cc3oc4ccccc4c3cc2OC)nnc1-c1cnccn1,-7,-12,-2.3,-23,-14,14,-8,-3.0,-2.6,0
CCn1nc(C)c(C(=O)Nc2cc(Oc3cc(C)cc(C)c3)cc([N+](=O)[O-])c2)c1C,-6,-28,-1.0,1,19,-9,-20,-1.4,-6.6,-4
CS(=O)(=O)N1N=C(c2cccs2)CC1c1ccc(Cl)o1 (stereo not drawn),6,18,0.7,-1,11,0,-4,.,-4.8,3
CCn1cc([N+](=O)[O-])c(C(=O)N2CCOCC2)n1,4,14,-0.8,-7,3,0,4,-2.9,-1.6,-3

# Structures listed so far that have a COOH group (2):
SMILES,CCHFV vOTU inh,VHR inh abs,Mtb UGM inh,BoNT F protease,MazF activator,GDH-TPI inh,Rv3671c inh,BioA inh,FadD28 binding,Mtb FBA inh
O=C(O)c1cn(-c2ccccc2)nc1-c1ccc(F)cc1,0,3,2.7,4,2,-3,2,-1.8,-2.1,2
NC(=O)[C@@H]1CCCCNc2c(F)cc([N+](=O)[O-])cc2C(=O)N[C@@H](CC(=O)O)C(=O)NCC(=O)N1,3,1,-0.6,3,-3,21,-7,1.5,-2.9,-4

# Additional results follow:
SMILES,CCHFV vOTU inh,VHR inh abs,Mtb UGM inh,BoNT F protease,MazF activator,GDH-TPI inh,Rv3671c inh,BioA inh,FadD28 binding,Mtb FBA inh
CCN(CC)C(=O)c1cc(-c2ccccc2OC)on1,-17,-5,-2.5,0,7,7,0,-2.6,-0.6,6
O=S(=O)(c1cccs1)N1CCCc2cccc(O)c21,-4,-18,-0.6,17,9,0,-3,1.0,-1.1,3
CCOC(=O)c1ccc(S(=O)(=O)N2CCC(C(=O)OCC)CC2)cc1,-4,2,0.1,-9,14,-5,6,-1.4,-0.6,-1
Cc1cc(C)c(C#N)c(N2CCOCC2)n1,-2,-9,1.7,-13,1,8,3,-1.3,0.0,25
COc1ccccc1-c1ccc(=O)n(CC(=O)NCc2ccco2)n1,2,0,2.3,2,0,3,8,.,-1.3,1
CCc1ccc(N(C(=O)c2csnn2)C(C(=O)NC2CCCCC2)c2ccncc2)cc1 (stereo not drawn),-5,18,0.7,-16,6,-2,1,0.8,0.4,-1
Cc1ccccc1NC(=O)CN1C(=O)S/C(=C\c2ccc(-c3cccc(C(=O)O)c3C)o2)C1=O,-7,47,-2.4,-10,0,-5,-3,.,-0.9,0
CC1(C)CC(=O)C(C=NCCN2CCN(C(=S)Nc3ccccc3)CC2)=C(O)C1,-6,26,-1.5,10,4,-2,-8,-1.6,0.4,-3
CCN(CC)C(=O)Cn1cnc2sc(C(=O)NCCCN3CCOCC3)c(C)c2c1=O,7,46,-0.2,-23,5,-2,5,.,0.5,2
Cc1ccccc1C(=O)c1cccn1CC(=O)NCc1ccc(F)cc1,-3,7,-0.2,-2,2,16,3,-1.1,-4.3,0
CC(=O)Nc1c(Cl)c(Cl)c2c(c1Cl)Cc1cc(Cl)ccc1-2,-7,.,.,-6,-22,4,.,.,-1.1,1
COc1ccc(CC(=O)Nc2ccccc2Oc2ccccc2)cc1,21,26,1.1,.,.,.,2,.,.,.
COc1ccc(-n2nnnc2SCC(=O)NC2CCCC2)cc1OC,-5,2,-2.5,14,-2,-1,-12,.,-2.1,-2
CCOc1ccccc1NC(=S)N1CCN(c2ccc(OC)cc2)CC1,-8,-10,0.4,?,15,-2,4,4.4,-0.5,1
CCc1c(C)sc(NC(=O)CN2CCN(C(=O)c3ccco3)CC2)c1C(=O)OC,5,10,-0.3,6,-4,2,-3,4.1,-1.7,1
COc1cc(C(=O)NNC(=O)/C=C/c2ccco2)cc(OC)c1OC,16,.,0.8,-20,1,9,-8,-0.9,-3.2,0
Cc1ccc(NC(=O)c2cc(S(=O)(=O)NCC3CCCO3)ccc2F)cc1 (stereo not drawn),5,.,.,-4,8,-3,.,-5.7,-1.5,2
CCCc1nc2c(C)ccc(C)c2c(N)c1CC,7,-11,0.3,1,4,8,6,.,-2.4,6
O=C(CSc1nnc(-c2cnccn2)n1Cc1ccco1)c1ccc(Cl)cc1,-2,-6,3.2,-1,0,6,-3,3.9,-3.1,1
CCOC(=O)c1ccc(S(=O)(=O)n2c(CN3CCCCC3)nc3ccccc32)cc1,9,29,2.9,-9,-10,3,-1,-1.6,-1.9,1
CC(=O)N(NC(N)=O)C(C)CC(=O)C1C(C)C=CCC1(C)C (stereo not drawn),-14,-4,-5.2,.,1,-4,-4,-2.1,1.2,-1
Cc1cc(C)c(OCC(O)CNC(C)(C)C)c(C)c1 (stereo not drawn),-7,-12,-0.1,-1,-3,-1,1,0.5,-3.5,-5
CC1CC(C)CN(C(=O)CSC2=Nc3ccccc3C3=NC(Cc4c[nH]c5ccccc45)C(=O)N23)C1 (stereo not drawn),.,4,2.9,3,2,0,-4,1.3,-1.9,1
O=C(Nc1ccc([N+](=O)[O-])cc1)c1nc[nH]c1C(=O)NC1CCCCC1,10,0,-2.6,0,-30,-7,6,.,-3.9,-11
Cc1ccc(S(=O)(=O)N(C)c2ccc(OCC(=O)N3CCCC(C(F)(F)F)C3)cc2)cc1 (stereo not drawn),26,.,-3.1,-7,-7,-15,10,-0.6,-3.0,-2
# The listing continues:
SMILES,CCHFV vOTU inh,VHR inh abs,Mtb UGM inh,BoNT F protease,MazF activator,GDH-TPI inh,Rv3671c inh,BioA inh,FadD28 binding,Mtb FBA inh
CC1CC=C2C(C#N)=C(N)C(C#N)(C#N)C(c3cccs3)C2C1 (stereo not drawn),.,32,-0.6,14,-6,15,-3,-0.1,-1.2,3
O=C(CN1CCOCC1)Nc1c(C(=O)C2CC2)oc2ccccc12,-8,16,-1.9,1,7,13,-6,-0.5,-19,4
COc1ccc(C)cc1NS(=O)(=O)c1ccc(NS(=O)(=O)c2ccc(NC(C)=O)cc2)cc1,2,34,0.6,-7,-3,5,0,2.2,-1.9,3
CCOc1ccccc1-c1cc(C(=O)N2CCOCC2)c2ccccc2n1,11,18,0.0,2,-1,1,0,-2.1,-4.4,0
N#CCC(=O)N1CCN(Cc2ccc3c(c2)OCO3)CC1,9,.,-1.6,-5,1,-2,0,1.0,0.0,2
CCN(CC)CCOC(=O)c1c(C)n(C)c2ccc(OC)cc12,-1,30,-0.1,-9,5,-1,-2,-0.8,-1.8,0
CC(C)CCNCC1OCc2ccccc2CO1,-19,42,-1.2,-7,-10,8,7,.,-1.7,2
CCOC(=O)c1ccc(Nc2cc(C)nc(-c3ccccc3)n2)cc1,-3,27,-1.2,0,7,10,-20,0.5,-2.0,6
CC1CN(S(=O)(=O)c2ccccc2)CN1C(=O)N1CCOCC1 (stereo not drawn),6,30,-3.1,7,12,0,3,-1.2,0.3,-1
COc1cc(NC(=O)c2c(F)cccc2F)c(Cl)cc1Cl,-7,-10,0.6,-2,11,-4,2,.,-3.9,0
Cc1ccnc2c1NC(=O)c1cccnc1N2C1CC1,1,12&16,0.8,13,-3,3,-2,0.1&0.2,0.0,7
C=C(C)c1cccc(C(C)(C)NC(=O)Nc2ccc(C(N)=O)cc2)c1,-1,14,0.5,-5,-1,2,-9,.,-3.0,-2
Cc1cc(C)c(S(=O)(=O)N2CCOC2CNC(=O)C(=O)NCCN(C)C)c(C)c1 (stereo not drawn),0,22,-1.0,-4,-1,5,-1,-0.1,0.2,2
Cc1c(Nc2nc(C(F)(F)F)nc3ccccc23)c(=O)n(-c2ccccc2)n1C,-4,-8,0.1,1,-14,6,-7,-0.8,-3.2,0
CC(=O)c1ccc2c(c1)CC1(C2)Cc2cc3c(cc2C1)C(=O)CC3 (stereo not drawn),-13,.,.,2,1,5,.,.,-3.6,0
COCCN1C(=O)N[C@@H](c2ccccc2)[C@H](C(C)=O)[C@H]1C,-1,.,2.5,-11,5,-7,-10,-1.9,-1.4,1
COCC(=O)Nc1nnc(-c2cccs2)s1,5,-2,0.2,4,-7,25,-2,-0.8,-2.7,23
COC(=O)C(Cc1ccc(O)cc1)NC(=O)NC12CC3CC(CC(C3)C1)C2 (stereo not drawn),-7,-4,2.1,-1,-1,-4,1,-5.3,0.6,4
O=C(NCc1ccccn1)C1CCC(=O)N1C1CCCC1 (stereo not drawn),1,.,.,-5,4,13,-6,0.3,-0.6,2

# Quoted at random: 3 entries already listed
SMILES,CCHFV vOTU inh,VHR inh abs,Mtb UGM inh,BoNT F protease,MazF activator,GDH-TPI inh,Rv3671c inh,BioA inh,FadD28 binding,Mtb FBA inh
CCOc1ccccc1-c1cc(C(=O)N2CCOCC2)c2ccccc2n1,11,18,0.0,2,-1,1,0,-2.1,-4.4,0
CC(C)CCNCC1OCc2ccccc2CO1,-19,42,-1.2,-7,-10,8,7,.,-1.7,2
COCCN1C(=O)N[C@@H](c2ccccc2)[C@H](C(C)=O)[C@H]1C,-1,.,2.5,-11,5,-7,-10,-1.9,-1.4,1
